# N370S GC mod: inhibits or activates N370S mutant glucocerebrosidase | P04062 | N370S GC spleen homogenate, 4MU-glucoside fluorescence | Potency, µM (doses to about 59.4 µM), for inactives: at the top dose activity change, negative = inhibition, most hits filed as inhibitors | 330,000 tested, 0.092% active | AID 2101;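 further: 0% = full enzyme activity and -100% = no enzyme basal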
# TDP1 inh: blocks human tyrosyl-DNA phosphodiesterase 1; recombinant TDP1, AlphaScreen DNA substrate cleavage; Potency, µM (series often up to 130 µM), inactives show at the top dose activity change, negative = inhibition, most hits filed as inhibitors; 350,000 tested, 0.28% active; further: nearly all actives have a fitted effect of over 40% in size
# Target sequence (Q9NUW8 whole entry, looked up): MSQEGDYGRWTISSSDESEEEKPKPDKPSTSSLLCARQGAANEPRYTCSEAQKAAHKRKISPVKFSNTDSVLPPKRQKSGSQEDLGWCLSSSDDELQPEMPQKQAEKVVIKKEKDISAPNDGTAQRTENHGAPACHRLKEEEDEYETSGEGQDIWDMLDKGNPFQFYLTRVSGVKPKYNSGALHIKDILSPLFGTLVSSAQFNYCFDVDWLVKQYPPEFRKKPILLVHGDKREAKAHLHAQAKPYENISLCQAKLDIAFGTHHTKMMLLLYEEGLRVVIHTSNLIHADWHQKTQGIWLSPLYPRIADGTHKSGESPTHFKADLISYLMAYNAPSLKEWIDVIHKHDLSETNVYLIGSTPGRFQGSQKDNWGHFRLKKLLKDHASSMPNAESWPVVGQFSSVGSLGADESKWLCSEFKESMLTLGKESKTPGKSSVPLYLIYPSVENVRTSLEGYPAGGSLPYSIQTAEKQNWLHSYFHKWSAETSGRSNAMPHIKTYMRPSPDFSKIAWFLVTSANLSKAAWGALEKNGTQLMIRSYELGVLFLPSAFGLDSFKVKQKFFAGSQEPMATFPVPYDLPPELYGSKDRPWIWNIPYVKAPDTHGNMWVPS
#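 Steps: enzyme plus compound, 15 min RT; add biotin/phosphotyrosine-FITC oligonucleotide (15 nM final), react 5 min; add donor/acceptor beads (10 ug/ml final), 10 min; read AlphaScreen. Tdp1 at 1 nM final.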
# FEN1 inhibitor: inhibitors of human flap endonuclease 1 | P39748 | AID 588795 | Recombinant FEN1 flap cleavage, fluorescence, 15 min | 390,000 tested, 0.35% active | Potency, µM (doses to about 114 µM), inactives show at the highest dose activity change, negative = inhibition, hits mostly inhibitors; further: nearly all actives have a fitted effect of over 65% in size
# Target sequence (P39748 whole entry, looked up): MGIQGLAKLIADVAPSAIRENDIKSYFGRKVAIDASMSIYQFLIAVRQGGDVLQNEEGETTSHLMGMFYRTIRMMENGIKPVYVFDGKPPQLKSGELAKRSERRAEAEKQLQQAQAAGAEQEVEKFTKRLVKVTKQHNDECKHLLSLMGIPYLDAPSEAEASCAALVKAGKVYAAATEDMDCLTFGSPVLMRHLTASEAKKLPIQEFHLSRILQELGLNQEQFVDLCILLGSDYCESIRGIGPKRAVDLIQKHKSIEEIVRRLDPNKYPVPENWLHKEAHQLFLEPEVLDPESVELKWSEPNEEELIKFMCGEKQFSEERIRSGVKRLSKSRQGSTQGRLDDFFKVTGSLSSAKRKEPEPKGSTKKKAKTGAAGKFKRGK
#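 FEN1 at 10 nM preincubated with compounds 15 min at room temperature, then flap DNA substrate added at 50 nM final. Signal read at 0 and 15 min; concentration-response fitted with four-parameter Hill equation.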
# * = called active by the depositor; ? = inconclusive; . = no result given; & = joins results of further samples; [ ] = dose if it differs, or a comment. The call rests on the fitted dose curve; in most records, active means well fitted curve in the direction sought with a large enough effect; inconclusive means small, poorly fitted or top-dose-only effect, or another doubt; inactive means no such curve, though single readings can be large; an effect the other way counts as inactive or inconclusive. Unless noted, on the % scale 0 is the no-effect control and ±100 the full control effect; potency means the concentration at half of the fitted maximal effect. Compounds as they come; about 0.53% have a hit in one of these screens.
molecule | N370S GC mod | TDP1 inh | FEN1 inhibitor
COCCCN(C(=S)NC(=O)c1ccc(Br)cc1)c1c(N)n(Cc2ccccc2)c(=O)[nH]c1=O | -7% | 11% | -14%
Cc1ccc(C(c2sc3nc(-c4ccco4)nn3c2O)N2CCC3(CC2)OCCO3)cc1 (stereo not drawn) | . | -3% | 20%
Cc1ccc(NC(=O)CC(C)S(=O)(=O)c2ccc3c(c2)NC(=O)CO3)c(Cl)c1 (stereo not drawn) | -3% | 1%&5% | -12%&-4%
CC(C(=O)Nc1ccccc1C(F)(F)F)n1nnc2sc3c(c2c1=O)CCCC3 (stereo not drawn) | . | 9% | 0%
Cc1cc(-c2ccccc2N)n[nH]1 | 5% | 0% | -1%
CCOC(=O)C1(Cc2cccc(OC)c2)CCCN(Cc2cc(OC)c(O)c(OC)c2)C1 (stereo not drawn) | 0% | . | 11%
CC(C)(C)OC(=O)NCc1ccc(NC(=O)c2nc[nH]c2C(=O)NCCCCCCNC(=O)c2[nH]cnc2C(=O)Nc2ccc(CNC(=O)OC(C)(C)C)cc2)cc1 | . | -1% | -1%
Cc1cc(C)c2sc(NC(=O)CN3C(=O)CCC3=O)nc2c1 | -4% | . | -2%
CCCOc1ccc(C(=O)CCC(=O)NNC(=O)c2cccs2)cc1 | . | 0% | -4%
Nc1n[nH]c2cc(=O)n(-c3ccc(Cl)cc3)nc12 | -3% | 5% | -18%
O=C(NNc1ccc(C(F)(F)F)cc1[N+](=O)[O-])c1ccc(NS(=O)(=O)c2ccc(F)cc2)cc1 | -4% | 9% | -4%
Fc1ccc(C(c2nnnn2C2CCCCC2)N2CCCC2)cc1 (stereo not drawn) | 2% | 6% | 1%
CCC(C)[C@H](NC(=O)CCn1nnc2ccccc2c1=O)C(=O)O (stereo partly drawn) | 0% | -1% | -2%
CC1=C(C(=O)OCc2ccccc2)C(c2ccc(Cl)cc2)NC(=O)N1CCCCCC(=O)O (stereo not drawn) | 7%&6% | 3%&9% | -11%
O=C(NCCc1c[nH]c2ccccc12)c1cnc2n(c1=O)CCS2 | 10% | 8% | -3%
O=C(Nc1ccccc1O)c1ccc([N+](=O)[O-])cc1 | 0% | 3% | 3%
COCCCNC(=S)NCCCNc1nc2cc3c(cc2cc1C#N)OCO3 | 4% | 0% | 7%
CC(C)(C)c1ccc(C(=O)NCC(=O)NNC(=O)c2ccccc2O)cc1 | 4% | . | -5%
COc1ccc(C2=NOC3(CC(=O)N(c4ccc(Cl)cc4)C3=O)C2)c(OC)c1 (stereo not drawn) | 7% | 2% | 1%
Cc1cc(OCc2cc(C(=O)N(Cc3nccn3C)C(C)C)no2)cc(C)c1Cl | -17% | 8% | -8%
CCOc1ccc(NC(=O)CN2CCN(C(=O)c3ccco3)CC2)cc1S(=O)(=O)N1CCCC1 | . | 1% | 1%
COC(=O)Oc1ccc(/C=C/C(=O)OC(C)C)cc1OC(=O)OC | -12% | -3% | -19%
CCOc1ccc(OCC(=O)OC(C)C(=O)Nc2ccc(Cl)cn2)cc1 (stereo not drawn) | 0% | -4% | -4%
Cc1cc(Br)ccc1NC(=O)CN(C)C(=O)COc1cccc2c1OC(C)(C)C2 | -6% | . | 2%
O=C(/C=C/c1ccc(I)cc1)c1ccc(B(O)O)cc1 | -6% | 7% | .
Cc1ccc(/C=C/c2nc3ccccc3n2S(=O)(=O)c2cccc(Cl)c2)cc1 | . | 1% | -14%
O=C(C1CCN(S(=O)(=O)c2cccnc2)CC1)N1CCN(C2CCCC2)CC1 | 8% | 1% | -8%
CCCOc1ccc(N2C(=O)C3ON(c4ccccc4)C(CCC)C3C2=O)cc1 (stereo not drawn) | 1% | 5% | -14%
COCCCn1c2nc3ccccc3nc2c2c(=O)n(Cc3cccs3)cnc21 | 6% | 6% | .
Cc1ccc(C(=O)Nc2ccccc2Oc2ccccc2)cc1[N+](=O)[O-] | 14% | 2% | -18%
O=C(CSc1nccn1Cc1ccco1)Nc1ccccc1F | 20% | 5% | 5%
CCCCNC(=O)Cn1nc(C)c(S(=O)(=O)N2CCOCC2)c1C | . | 1% | 3%
C[C@@]12CCC[C@H]1C1CC[C@H]3C[C@H](O)CC[C@]3(C)C1CC2 (stereo partly drawn) | 3% | 7% | .
O=C(COc1ccc2c(c1)OCO2)NCc1cccs1 | . | 1% | 11%
O=C(Nc1ccccc1C(=O)NCCc1ccccc1)c1cnccn1 | -20% | -1% | -7%
Fc1ccc(Nc2nc(Oc3ccc4c(c3)OCO4)nc(N3CCOCC3)n2)c(F)c1 | 9% | 0% | -4%
N#Cc1nc(-c2ccco2)oc1N1CCN(C(c2ccccc2)c2ccccc2)CC1 | 11% | 8% | -10%
CC(C)NC(=O)CCCN1C(=O)c2ccccc2Sc2ncccc21 | ? | . | 2%
O=C1c2ccccc2C(=O)N1c1ccccn1 | . | 1%&0% | 1%
Cc1onc(-c2ccccc2)c1C(=O)NC(=S)NNC(=O)c1ccc(O)cc1O | -9% | 8% | 15%
Nc1nn(-c2ccccc2)c(N)c1N=Nc1ccccc1 | -4% | 8% | 2%
CC1(C)CC(=O)C2=C(C1)OC(N)=C(C#N)C2C#Cc1ccccc1 (stereo not drawn) | -9% | -4% | 6%
COc1ccc(-n2nc3ccc(NC(=O)c4c(OC)cccc4OC)cc3n2)cc1 | . | -2% | 14%
CN(CC(=O)NCC1CCCCC1)CC(=O)Nc1ccc(F)cc1 | . | 2% | -4%
CC(=O)Nc1cccc(NC(=O)c2cc([N+](=O)[O-])ccc2N2CCCCC2)c1 | . | 1%[56.1 µM] | 7%

# Full records, looked up by structure:
# Shown for COCCCn1c2nc3ccccc3nc2c2c(=O)n(Cc3cccs3)cnc21 → N370S GC mod: 6%; TDP1 inh: 6%; FEN1 inhibitor: .
# Shown for O=C(Nc1ccccc1C(=O)NCCc1ccccc1)c1cnccn1 → N370S GC mod: -20%; TDP1 inh: -1%; FEN1 inhibitor: -7%

# Continued.
molecule | N370S GC mod | TDP1 inh | FEN1 inhibitor
N#Cc1ccccc1S(=O)(=O)N1CCN(C(=O)c2cc(=O)[nH]c3ccccc23)CC1 | . | -4% | 6%
Cc1nnc(SCC(=O)Nc2nc(-c3ccc(F)cc3)cs2)[nH]c1=O | -10% | 3% | 9%
COCCCn1nnnc1SCC(=O)Nc1nc(C)c(C)s1 | -6% | 3% | 3%
CC1=Nc2ccccc2/C1=C\c1nc(-c2ccccc2)oc1O | 26% | -3% | -3%
Cc1ccccc1Nc1cc(C(=O)NCC2CCCO2)c2ccccc2n1 (stereo not drawn) | -2% | 4% | ?
Cc1ccc(NC(=O)CN2C(=O)c3ccccc3C2=O)nc1 | 4% | -3% | 2%
CC1(C)CC2(CC(c3ccccc3F)c3cc(Cl)c(O)cc3O2)NC(=S)N1 (stereo not drawn) | 5% | 8% | -8%
CCOC(=O)c1ccc(NC(=O)CCCc2nc(-c3cc(OC)c(OC)c(OC)c3)no2)cc1 | . | 6% | -13%
c1ccc(-c2cnc(CN3CCN(c4ccccc4)CC3)o2)cc1 | -1% | 1%[0.0935 µM] | 8%
COc1ccc(OC)c(C2NC(=O)NC(C)=C2C(=O)Nc2ccc(C)cc2)c1 (stereo not drawn) | 1% | 2% | 4%
N#CCSc1nc(-c2ccccc2)c2cc(Cl)ccc2n1 | -2% | -8% | 8%
CCOC(=O)CSc1nnc(CNC(=O)c2ccc(S(=O)(=O)N(C)C)cc2)n1C | -1% | -2% | 24%
COc1ccc(-n2c(C)nn(CCOc3ccccc3)c2=O)cc1 | -1% | 0% | -5%
N#C/C(=C\c1ccc(N2CCOCC2)o1)C(=O)NCCc1ccccc1 | -13% | 6% | 7%
Cc1ccc(OCC(O)CN2CCN(c3ccccc3)CC2)cc1 (stereo not drawn) | -10% | 6% | 1%

# Copied from the list.
# `c1ccc(-c2cnc(CN3CCN(c4ccccc4)CC3)o2)cc1` in N370S GC mod: -1%
# `N#C/C(=C\c1ccc(N2CCOCC2)o1)C(=O)NCCc1ccccc1` in N370S GC mod: -13%
# `COc1ccc(OC)c(C2NC(=O)NC(C)=C2C(=O)Nc2ccc(C)cc2)c1` (stereo not drawn) in N370S GC mod: 1%
# `N#CCSc1nc(-c2ccccc2)c2cc(Cl)ccc2n1` in TDP1 inh: -8%
# `COCCCn1nnnc1SCC(=O)Nc1nc(C)c(C)s1` in TDP1 inh: 3%
# `CC1(C)CC2(CC(c3ccccc3F)c3cc(Cl)c(O)cc3O2)NC(=S)N1` (stereo not drawn) in TDP1 inh: 8%

# Following part.
molecule | N370S GC mod | TDP1 inh | FEN1 inhibitor
O=C(O)/C=C/C(=O)Nc1ccc(Cl)cc1C(=O)c1ccccc1 | 4% | 4% | 3%
CCC1=NN2C(=N)/C(=C/c3cc(C)n(Cc4ccccc4)c3C)C(=O)N=C2S1 | -12% | 6% | -16%
COc1ccc(C2C(C(C)=O)=C(O)C(=O)N2c2ccccn2)cc1 (stereo not drawn) | -14% | . | 9%
COc1ccc(C(=S)N2CCOCC2)cc1OC(=O)c1cccc([N+](=O)[O-])c1 | -3% | 0% | 10%
CCC(=O)N1CCc2cc(Br)cc(S(=O)(=O)NC3CCN(Cc4ccccc4)CC3)c21 | 6% | -13% | 16%
COc1ccc(N2CCN(S(=O)(=O)CCNC(=O)c3ccc(Br)o3)CC2)cc1 | -8% | 7% | 13%
CCCN(CCC)C(=O)CCSCCC(=O)N(CCC)CCC | 5% | -1% | 6%
NS(=O)(=O)c1ccc(CNC(=O)C(Cc2ccccc2)NS(=O)(=O)c2ccccc2F)cc1 (stereo not drawn) | -3% | . | -11%
CC(OC(=O)c1ccccc1NCCO)C(=O)NC1CCCCC1C (stereo not drawn) | ? | -5% | 3%
Cn1cncc1C(=O)c1ccccc1 | -5% | 1% | 1%
COc1ccc(Nc2nc(Cl)nc(N3CCN(c4ccc(OC)cc4)CC3)n2)cc1 | -3% | 12% | .
CC(C)Sc1nc(-c2ccccc2)cc(=O)[nH]1 | 9% | 4% | -5%
CCOc1cc(C2CC(=O)NC3=C2C(=O)C(C(=O)OC)C(C)C3)cc(Br)c1O (stereo not drawn) | 6% | 0% | -2%
CCOC(=O)N1CCC(NC(=O)CSCc2nc(-c3ccc(OC)cc3)oc2C)CC1 | -17% | 4% | 18%
CC(=O)Nc1cccc(/C(C)=N/NC(=O)c2ccc(CN3CCOCC3)cc2)c1 | -3% | 3% | -1%

# The results go on:
Structure	N370S GC mod	TDP1 inh	FEN1 inhibitor
Cc1ccc(NC(=O)CSc2nccc(=O)[nH]2)c(S(=O)(=O)N2CCOCC2)c1	0%	1%	1%
Nc1nc2ccccc2cc1S(=O)(=O)c1ccccc1	7%	1%	3%
CS(=O)(=O)c1ccccc1C(=O)Nc1cccc(-c2nc3ccccc3o2)c1	-14%	3%	4%
Cc1cccc(-c2nc3ccccc3c(=O)[nH]2)c1	-1%	.	-2%
Cc1ccc(S(=O)(=O)N2CCCCC2)cc1NC(=O)CSc1nnnn1C	10%	4%	14%
CSCC[C@H](NC(=O)N1CCn2c1nc1ccccc12)C(=O)NCc1ccc(C)cc1	-25%	5%	-1%
CNC1=C([N+](=O)[O-])CC([N+](=O)[O-])=C(N2CCNCC2)N1C	-23%	0%	5%
COc1ccc(C2=NNC(c3cccnc3)=Nc3ccc(OC)cc32)cc1	-2%	8%	1%
Cc1ccc(S(=O)(=O)c2nnn3c2nc(NC(C)C)c2sccc23)cc1	.	0%	-7%
CCCC(=O)Nc1ccc(S(=O)(=O)Nc2cc(OC)nc(OC)n2)cc1	-2%	6%	3%
CCOc1ccc(C2CC(=O)Nc3c2c(=O)nc(SCc2ccccc2C)n3C)cc1OC (stereo not drawn)	.	5%	-8%
N#CCC(=O)N/N=C/c1cc([N+](=O)[O-])ccc1N1CCOCC1	-15%	0%	-6%
CC(C)c1ccc(NC(=O)c2cc3c(=O)[nH]c4ccccc4c3n2C)cc1	.	-7%	18%
CC(C)NC(=O)c1c(CSc2ccc(Cl)cc2)noc1C(=O)NCc1ccccc1	9%	-10%	-28%
CN1CCN(C(=O)CN(C)S(=O)(=O)c2ccc(F)cc2)CC1	2%	.	-2%
Cc1nc(C)c(C(=O)NNC(=O)Nc2ccc(Cl)cc2)s1	-16%	.	-3%
Cc1nnc(NC(=O)CSc2nnc(-c3ccccc3)n2C)s1	1%	3%	-2%
COc1ccccc1NC(=O)CSc1nc2c(oc3ccccc32)c(=O)n1-c1ccccc1F	.	3%	-2%
O=C(NCCCn1ccnc1)C1CC(c2ccccc2Cl)=NO1 (stereo not drawn)	-3%	.	5%
COc1ccccc1-c1noc(CCCC(=O)NC2CCCCC2)n1	-5%	.	3%
CCC(C(=O)N1CCN(c2cc(Cl)ccc2C)CC1)n1nc(C)c2sc3ccccc3c2c1=O (stereo not drawn)	.	-6%	?
Cc1nn(CCCC(=O)Nc2cc(C(F)(F)F)ccc2Cl)c(=O)c2c1sc1ccccc12	.	6%	-2%
Cc1cccc(-c2noc(CCC(=O)NCCc3ccccc3)n2)c1	0%	.	-4%
CCN(CC(=O)NCc1cccs1)C(=O)c1cccc(S(=O)(=O)Nc2ccccc2OC)c1	4%	2%	4%
CCCCn1c(=O)[nH]c(=O)c2c1nc(-c1ccsc1)n2Cc1ccccc1	?	2%	16%
O=C(CSc1ccc2c(c1)OCCO2)Nc1ccc(Br)cc1	-1%	3%	-5%
